Assay outcomes (PubChem)
CendR NRP1 mod: alters CendR peptide binding to human NRP-1; hit rate 0.85% among 360,000; O14786; inhibition, % at 25 µM; FAM-RPARPAR peptide binding to NRP-1, fluorescence polarization;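 active = inhibition or corrected inhibition above about 18%, plus a signal ratio from 0.5 to 1.5, limit read from the data, passing the limit was not always enough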; note: strong numbers were not always called active
Target sequence (O14786 whole entry, looked up): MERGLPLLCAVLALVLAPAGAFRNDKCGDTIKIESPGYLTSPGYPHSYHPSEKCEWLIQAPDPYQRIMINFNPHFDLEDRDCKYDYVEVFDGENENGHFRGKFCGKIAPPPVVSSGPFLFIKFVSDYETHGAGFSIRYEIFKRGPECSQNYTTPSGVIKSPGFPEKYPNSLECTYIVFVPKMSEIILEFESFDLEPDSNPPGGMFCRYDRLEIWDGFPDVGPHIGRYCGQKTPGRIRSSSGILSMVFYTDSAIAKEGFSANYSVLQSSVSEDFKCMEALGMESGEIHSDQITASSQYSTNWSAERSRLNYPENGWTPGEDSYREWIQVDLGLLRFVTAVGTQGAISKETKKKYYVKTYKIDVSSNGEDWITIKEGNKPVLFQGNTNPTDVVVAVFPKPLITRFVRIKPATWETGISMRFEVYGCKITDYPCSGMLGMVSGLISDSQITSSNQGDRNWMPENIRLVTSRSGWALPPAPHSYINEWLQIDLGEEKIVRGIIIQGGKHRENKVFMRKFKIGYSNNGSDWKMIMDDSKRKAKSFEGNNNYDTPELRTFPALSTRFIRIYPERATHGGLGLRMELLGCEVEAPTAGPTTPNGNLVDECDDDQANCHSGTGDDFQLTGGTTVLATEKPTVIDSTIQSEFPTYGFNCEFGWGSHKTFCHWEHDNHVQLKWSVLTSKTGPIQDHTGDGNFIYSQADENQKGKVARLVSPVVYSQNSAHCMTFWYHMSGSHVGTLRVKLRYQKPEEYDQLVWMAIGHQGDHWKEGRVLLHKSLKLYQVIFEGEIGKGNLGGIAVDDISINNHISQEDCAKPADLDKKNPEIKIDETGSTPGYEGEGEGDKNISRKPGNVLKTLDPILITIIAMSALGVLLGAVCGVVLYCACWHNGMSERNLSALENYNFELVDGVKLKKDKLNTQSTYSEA
MsrA inh: inhibitors of bovine MsrA. purified bovine MsrA, absorbance read-out. hit rate 0.75% among 360,000. inhibition, % at 15.5 µM; in the data active = inhibition above about 4.5%;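 note: 0% = vehicle wells with enzyme and 100% = reference inhibitor wells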
E coli Lon inh: inhibits E. coli Lon protease; purified E. coli Lon protease, fluorescence polarization; inhibition, % at 7.94 µM; hit rate 0.42% among 360,000; AID 602123; in the data active = inhibition above about 13%, passing the limit was not always enough;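 note: 0% = enzyme with probe and DMSO and 100% = no enzyme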
bovine MsrA act: bovine methionine sulfoxide reductase A activation | purified bovine MsrA, absorbance read-out | activation, % at 10.6 µM | hit rate 0.3% among 360,000 | AID 602163; in the data active = activation above about 7.5%;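 note: 0% = vehicle and 100% = reference activator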
FAS-TE inh: blocks the thioesterase domain of human fatty acid synthase; hit rate 0.67% among 360,000; recombinant FAS-TE, OMFH fluorogenic substrate, fluorescence endpoint; inhibition, % at 15 µM;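 active = compounds whose normalised, plate-corrected inhibition of enzyme fluorescence in the single-dose primary screen is 50% or more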;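 note: 0% = DMSO with enzyme and 100% = substrate without enzyme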
TbMetRS inhib: blocks T. brucei methionyl-tRNA synthetase activity | AID 624268 | inhibition, % at 11.9 µM | hit rate 0.4% among 360,000 | purified T. brucei MetRS, ATP depletion, Kinase-Glo luminescence;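 active = inhibition above a per-plate cutoff of the control wells' mean inhibition plus 3 SD, cut at about 5.5% in these data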;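 note: 0% = DMSO wells median and 100% = median of wells with control inhibitor compound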
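Dosing: 11.9 µM single point; system: parasite MetRS enzyme; technique: luminescence of leftover ATP; times: 15 min enzyme-compound preincubation, 2 h reaction, 10 min detection, 25 °C; replicates: each compound tested once; read-out basis: percent inhibition relative to median high and low control wells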
MLLE-PAM2 inh: blocks PAM2 peptide binding to the PABP1 MLLE domain; hit rate 0.36% among 360,000; GST-MLLE / FITC-PAM2 fluorescence polarization; inhibition, % at 20 µM; P11940; AID 588489; in the data active = inhibition above about 35%, passing the limit was not always enough;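 note: plate controls were DMSO wells with GST-MLLE for no effect and wells lacking GST-MLLE protein for full effect; some results filed as inactive read as strong as hits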
SKN-1 block: blocks SKN-1 activity in C. elegans; C. elegans VP596 Pgst-4::GFP/RFP ratio, acrylamide-induced, 24 h; inhibition, % at 21.8 µM; hit rate 0.49% among 360,000;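 active = interference check ratio from 0.5 to 1.5 plus GFP to RFP signal ratio inhibition reaching or exceeding a fixed threshold, cut at about 30% in these data, passing the limit was not always enough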; note: some compounds called inactive have numbers as strong as hits
MT1-MMP act inh: inhibitors of human MT1-MMP activation | hit rate 0.061% among 360,000 | HT1080 RFP-PRO-GFP cells, GFP/RFP ratio fluorescence, overnight; percent of plate control window, DMSO zero | AID 651647 | P50281 | GFP/RFP ratio change, % at 20 µM;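 active = GFP/RFP ratio change of at least 30% with cell ATP level not reduced by more than half and red fluorescence within 50% of control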; note: strong numbers were not always called active
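Test system: HT1080 RFP-PRO-GFP cells; Benchmarks: DMSO and RFP-L50D-GFP cell wells; Timing: cells overnight before dosing, compound overnight, 37 °C, 5% CO2; Compound: one 20 µM compound dose with 1% DMSO; Read-out: GFP/RFP fluorescence ratio.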
* hit, by the source's call; . = no result given.

The opening 2 entries as a preview:
Order of results: CendR NRP1 mod	MsrA inh	E coli Lon inh	bovine MsrA act	FAS-TE inh	TbMetRS inhib	MLLE-PAM2 inh	SKN-1 block	MT1-MMP act inh
#1 O=C(CCCc1nc2ccccc2s1)NCc1ccc(F)cc1
  -6	-0.4	-10	-5	-5	-0.6	5	-8	5
#2 NS(=O)(=O)c1cc(C(=O)N2CCNC(=O)C2)ccc1Cl
  11	-0.4	-4	0	-5	-0.3	3	-4	-2

This part in full (from the top)
Order of results: CendR NRP1 mod	MsrA inh	E coli Lon inh	bovine MsrA act	FAS-TE inh	TbMetRS inhib	MLLE-PAM2 inh	SKN-1 block	MT1-MMP act inh
#1 O=C(CCCc1nc2ccccc2s1)NCc1ccc(F)cc1
  -6	-0.4	-10	-5	-5	-0.6	5	-8	5
#2 NS(=O)(=O)c1cc(C(=O)N2CCNC(=O)C2)ccc1Cl
  11	-0.4	-4	0	-5	-0.3	3	-4	-2
#3 CC(C)S(=O)(=O)N1CCN(c2ccnc3cc(Cl)ccc23)CC1
  0	0.2	4	-2	2	0.3	-9	5	0
#4 C/C(=N\NC(=O)c1cc(-c2cccnc2)nc2ccccc12)c1ccccc1O
  -51	0.9	-4	-3	16	-0.1	-14	8	0
#5 COc1cc(C)c2c(c1C=O)Oc1c(c(C)c(O)c3c1C(O)OC3=O)OC2=O (stereo not given)
  -88	1.1	57*	0	20	1.0	0	14	5
#6 COc1ccccc1OCCCn1c(=O)oc2ccc(C)cc21
  -15	-0.6	-5	-12	5	-1.2	-7	-17	9
#7 CCC(c1nc2ccccc2c(=O)n1-c1cccnc1)N1C(=O)c2ccccc2C1=O (stereo not given)
  -11	0.6	-1	-2	-3	-0.8	-3	7	0
#8 CC(=O)Nc1cccc(Oc2cc(C#N)c(C#N)cc2N2CCOCC2)c1
  6	-1.3	-5	-7	35	0.4	-8	-5	2
#9 Cc1occc1-c1n[nH]c(=S)n1CC(C)C
  0	0.3	1	1	-6	0.6	16	8	-2
#10 COc1cccc(NC(=O)CN(C)CC(=O)NCc2ccco2)c1
  6	-0.2	5	-4	-1	0.2	-19	-3	-5
#11 CCc1ccccc1NC1=CC(=O)CC(C)(C)C1
  7	1.1	1	-6	-4	0.2	7	12	1
#12 O=C(O)CCC(=O)Nc1ccc(Br)c(Cl)c1
  0	0.0	2	-5	-4	-0.8	0	-18	1
#13 O=C(NC1CCN(S(=O)(=O)c2ccccc2)CC1)C1CCCCC1
  -4	-0.5	-8	0	0	-0.3	3	15	1
#14 Cc1csc(NC(=O)CSCC(=O)O)c1-c1nc2ccccc2s1
  -21	0.7	0	-5	-3	-0.8	-4	-5	-7
#15 C=C(C)CNC(=O)CCc1nnc(C2(c3ccc(Cl)cc3)CCC2)o1
  3	-1.4	-4	-3	-9	0.3	4	4	-6
#16 O=C(Nc1cccc(C(F)(F)F)c1)c1cc(-c2cccs2)on1
  -3	0.7	-4	-4	15	-0.1	5	3	5
#17 Cc1cccc(C)c1NC(=O)c1cc(S(=O)(=O)N2CCc3ccccc32)cn1C
  9	0.1	-1	-1	2	0.1	10	-14	-3
#18 Fc1ccc(NC(=S)NCc2ccccc2Cl)cc1
  6	-1.2	3	-2	-5	-0.5	-28	3	2
#19 COC(=O)Cc1[nH]n(-c2ccccc2)c(=O)c1C(C)=Nc1ccccc1
  -25	0.4	-10	0	6	-0.1	1	16	-1
#20 COc1cccc(C(=O)NCCNC(=O)c2ccc(C)nc2)c1
  -8	0.8	-4	0	-6	-0.1	-2	4	-2
#21 O=C(/C=C/c1ccco1)Nc1cccc(NC(=O)/C=C/c2ccco2)n1
  -22	2.7	-17	-4	3	-0.7	0	13	-2
#22 O=C(Cc1ccccc1)NNS(=O)(=O)c1ccc(F)cc1
  6	-1.7	3	-14	-10	-1.7	-1	-22	.
#23 NC(=O)[C@@H]1CC2(CC(c3cccc(NC(=O)[C@H]4CCC(=O)N4)c3)=NO2)CN1C(=O)c1ccc(Cl)cc1 (stereo not given in full)
  -7	0.5	-8	-2	-10	-0.1	-8	14	3
#24 COc1ccc(C2/C=C\CN(CC(C)C)CC(=O)N2Cc2ccc(F)cc2)cc1 (stereo not given)
  19	0.0	-14	0	17	0.1	-10	3	-2
#25 CN(CC(=O)NCc1ccc(Cl)cc1)S(=O)(=O)c1cccc2nsnc12
  14	-0.6	-9	0	0	-0.2	6	11	1
#26 Nc1ccc2[nH]c(=S)[nH]c2c1
  3	0.5	5	3	-10	-0.2	-33	4	0
#27 COc1ccccc1CNC(=O)c1ccc2ccccc2n1
  5	1.7	1	-5	8	-0.3	-2	8	-5
#28 C=CCc1c(C)nc(C)nc1N/N=C/c1ccccc1
  -7	4.7*	-1	-3	-7	-0.3	-1	-10	0
#29 CC(O)c1nc2ccc(Cc3ccc4nc(C(C)O)[nH]c4c3)cc2[nH]1 (stereo not given)
  -3	-0.7	0	-12	-6	-2.4	-14	10	5
#30 CCOC(=O)c1sc(/N=C/C2=C(O)CC(C)(C)CC2=O)c(C(=O)OCC)c1C
  5	0.1	-1	-7	4	-0.4	-2	3	-7
#31 Cc1c(OCC(=O)NCCCN2CCOCC2)ccc2c3c(c(=O)oc12)CCC3
  -4	1.1	2	-2	-2	0.2	4	18	-2
#32 O=C1ON(Cc2ccccc2)C(c2ccccc2)N1c1ccccc1 (stereo not given)
  7	-0.8	-13	-3	2	-0.1	-7	13	-1
#33 Cc1ccc(NC(=O)C2C(=O)N(C)c3ccccc32)cc1 (stereo not given)
  6	-0.2	-5	-2	-7	-0.3	17	8	0
#34 CCOC(=O)N1CCN(C(=O)CCn2c(=S)[nH]c3ccsc3c2=O)CC1
  0	1.1	-1	-3	-6	0.5	-41	-15	7
#35 CC(O)C1CCC2C3CC[C@H]4CC(O)CCC4(C)C3CC3(OCCO3)C12C (stereo not given in full)
  -13	-0.4	-1	-4	1	-0.1	7	14	0
#36 Nc1nc(SCC(=O)Nc2cccc([N+](=O)[O-])c2)n[nH]1
  7	0.4	4	-4	-20	0.4	-8	9	0
#37 CC(=O)N(C)C1=C(N2CCOCC2)C(=O)c2ccccc2C1=O
  -4	.	6	-1	-3	0.1	-5	3	0
#38 O=[N+]([O-])c1cccc(CSC2=NCCN2S(=O)(=O)c2ccccc2)c1
  13	-1.1	-16	-2	26	-0.2	9	18	3
#39 CC(C)(C)Cc1c(-c2cccc(Cl)c2)nc2ccc(Cl)cn12
  -24	1.1	-1	-1	-2	-0.2	-41	7	6
#40 CCC(C)[C@H]1CNCCN1CCc1cccc(F)c1 (stereo not given in full)
  0	-0.7	-4	-9	-5	-0.4	2	-5	-6
#41 Cc1ccc(NC(=O)COC(=O)c2ccc[n+]([O-])c2)c(Br)c1
  -13	-0.8	-17	-9	1	-0.5	-4	-2	1
#42 OCC[C@H]1C[C@H](O)[C@@H](O)[C@]2(Cc3ccccc3CCO2)O1
  8	-1.1	-5	-4	1	0.5	6	1	-1
#43 CN1CCN(/N=C/c2nc(-c3cccc([N+](=O)[O-])c3)n3ccccc23)CC1
  -5	4.1	-7	-3	-10	-0.5	7	19	1
#44 O=C1NC2(CCOc3ccccc32)C(=O)N1CC(=O)N(Cc1ccccc1)C1CCS(=O)(=O)C1 (stereo not given)
  -2	-0.3	1	-12	-14	-0.9	-63	1	3
#45 Cc1nc2c(c(-c3ccccc3)c1C#N)C(=O)c1ccccc1-2
  -6	0.3	-9	-6	19	-0.2	8	-30	4
#46 Cc1ccccc1-n1nnnc1Sc1nnnn1-c1ccccc1
  -10	-0.6	-4	-1	13	-0.5	-16	7	-7
#47 C=CCn1c(C)cc(C(=O)CN2C(=O)c3ccccc3C2=O)c1C
  2	1.4	-3	-5	1	-1.3	-6	12	6
#48 CCN(C[C@H]1N[C@@](Cc2ccccc2)(C(=O)OC)[C@H]2C(=O)N(C)C(=O)[C@@H]12)C(=O)Nc1ccc(C(F)(F)F)cc1
  2	-0.7	3	-5	10	-0.8	1	-10	2
#49 CC(Sc1nc2ccccc2c(=O)n1C)C(=O)NC1CCCCC1C (stereo not given)
  4	.	-4	-10	-4	-0.5	-4	20	8
#50 CCC(=O)N1CCc2cc(Br)cc(S(=O)(=O)CCC(=O)NCC3CCCO3)c21 (stereo not given)
  12	1.1	4	-2	-7	-0.4	3	13	8
#51 O=C(COc1ccccc1)NS(=O)(=O)c1ccc(Cl)cc1
  -3	-0.4	-4	-6	-5	-0.4	8	-1	3
#52 CC1(C)CC(=O)C2=C(C1)N1C(=C(C#N)C2c2ccc(Cl)cc2)N=C(N)c2ccccc21 (stereo not given)
  -2	1.3	-1	-2	24	0.1	-8	10	-15
#53 COc1ccccc1N1CCN(S(=O)(=O)CCNC(=O)/C=C/c2ccc3c(c2)OCO3)CC1
  -3	1.2	-4	-1	3	0.1	4	5	5
#54 Cc1ccc(-n2ncc3c(=O)n(CC(=O)N4CCN(C(=O)c5ccco5)CC4)cnc32)cc1
  -3	-0.7	-7	-2	-5	0.2	5	1	0
#55 COc1ccc(-c2ncc3ccccn23)cc1OC
  -29	0.3	-14	1	-9	-0.4	-35	8	6
#56 CC1Cc2cc(-c3csc(NC(=O)CCl)n3)ccc2N1C(=O)C1CC1 (stereo not given)
  15	-0.6	-8	0	-4	-0.4	6	3	-3
#57 O=C(O)CCCNC(=O)/C(=C\c1ccc(Cl)cc1)NC(=O)c1ccc(Br)cc1
  -8	-0.1	-5	-2	24	3.5	7	12	0
#58 Cc1ccc(N2CCN(C(=O)CCc3nc4ccccc4[nH]3)CC2)c(C)c1
  -1	0.2	-10	-4	-3	0.2	-2	-12	11
#59 COCCN(CCOC)C(=O)C12CCC(C)(C(=O)C1)C2(C)C (stereo not given)
  7	-0.7	0	-3	-12	-0.7	10	-3	0
#60 COC(=O)c1ccccc1NC(=O)Cn1c(=O)n(Cc2ccccc2)c(=O)c2c(C)c(C)sc21
  -98	-0.6	1	-3	41	-0.3	-10	18	2

Next structures
Order of results: CendR NRP1 mod	MsrA inh	E coli Lon inh	bovine MsrA act	FAS-TE inh	TbMetRS inhib	MLLE-PAM2 inh	SKN-1 block	MT1-MMP act inh
#61 CCCS(=O)(=O)Nc1ccc(-c2cn3c(n2)SCC3)cc1
  0	.	-5	-3	-6	0.0	-17	10	2
#62 NC(N)=NC1=NC(=O)/C(=C/c2ccccc2-n2cccn2)S1
  -7	5.3*	-2	-6	-3	-0.6	5	-4	2
#63 CC(C)Cc1ccc(-c2cc3nc(NCCCn4ccnc4)ccn3n2)cc1
  -10	-0.3	0	-5	-26	-0.5	-15	25	-2
#64 Cc1cc(/C=N\NC(=O)CC(=O)NC2CCCCC2)c(C)n1-c1ccc(Cl)c(Cl)c1
  4	0.2	-2	1	20	-0.5	-8	9	-6
#65 CCOc1ccc(N(CC(=O)NC(C)CC)S(C)(=O)=O)cc1 (stereo not given)
  -3	-0.9	1	0	-7	-0.1	14	16	0
#66 CC1(c2ccccc2)CC(C)(C)N(C(N)=O)c2ccccc21 (stereo not given)
  -12	-1.8	15	-5	-3	-0.6	4	12	-2
#67 CC(C)N(C)CCOC(=O)c1ccccc1Cl
  2	1.0	-9	-3	-13	-0.5	9	10	-2
#68 O=S(=O)(O)c1nc2ccccc2n1CCOc1ccccc1
  -12	0.1	-10	-1	-6	-0.3	-8	4	11
#69 COCCOC(=O)C1=C(N)Oc2c(oc(CO)cc2=O)C1c1c(F)cccc1Cl (stereo not given)
  -7	-1.4	-7	-7	-6	0.2	8	4	0
#70 Cc1ccc(C)c(NC(=O)COC(=O)CNC(=O)c2ccccc2Cl)c1
  -6	-0.4	0	-1	2	0.0	-11	10	1
#71 COc1ccc(S(=O)(=O)NCCc2cn3cccc(C)c3n2)cc1OC
  0	-0.6	-5	0	-6	-0.8	-4	12	5

Rows were taken by chance; overall some 4% were active at least once.
